Statin myotox sup = suppression of simvastatin myotoxicity | C2C12 myotubes + simvastatin, ATP luminescence, 48 h; scaled: DMSO 0, geranylgeraniol control 100 | rescue of ATP level, % at 7.49 µM | 330,000 compounds, 0.78% hits | AID 602340;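 active = mean ATP rescue above about 67%, or every replicate alone reaching that limit, limit read from the data, passing the limit was not always enough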;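 also: myotubes were challenged with 10 µM simvastatin during compound exposure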
PglD inh = inhibitors of Campylobacter jejuni PglD acetyltransferase | 360,000 compounds, 0.098% hits | purified PglD enzyme, DTNB colorimetric CoA detection | inhibition, % at 12.5 µM; in the data active = inhibition above about 16%, passing the limit was not always enough; also: strong numbers were not always called active
* = called active by the depositor. Not all compounds are listed (hit frequency here may not be typical).

smiles,Statin myotox sup,PglD inh
CCCOc1cccc(C(=O)Nc2ccc(Br)cc2F)c1,-37.4,-6.4
CCOC(=O)c1ccc(N2CN(C3CCCCC3)CNC2=S)cc1,-55.4,-2.6
S=c1[nH]nc(-c2ccncc2)n1Cc1ccco1,-0.7,5.0
Cc1nc2c(c(-c3ccccc3)c1C#N)C(=O)c1ccccc1-2,21.6,1.8
O=c1[nH]c2cc3c(cc2cc1CN(Cc1nnnn1CC1CCCO1)C1CCCCC1)OCO3 (stereo unspecified),-3.9,-3.1
COc1ccc(OC)c2[nH]c(=O)c(CCNC(=O)CC(C)C)cc12,-9.3,1.5
Cn1c(=O)c(C(=O)CCl)c(N)n(CC2CC2)c1=O,3.3,10.2
COc1cccc(NC(=O)CSc2nnnn2C(C)C)c1,37.0,1.1
Fc1ccccc1N1CCN(C(c2cccs2)c2nnnn2CCc2ccccc2)CC1 (stereo unspecified),-3.1,0.4
CCCCOc1ccc(C(=O)Nc2cc(C)c(OCC(=O)N3CCOCC3)c(C)c2)cc1,21.0,2.9
CSCCC(NC(=O)c1cc(CC(C)C)oc1C)C(=O)O (stereo unspecified),-5.3,7.3
COc1ccc(N2CCN(C3CC(=O)N(c4ccc5c(c4)OCCO5)C3=O)CC2)cc1 (stereo unspecified),27.9,1.4
COc1cccc(-c2nnc3n2N=C(C(C)(C)C)CS3)c1,20.8,-2.2
CCN(CC)C(=O)CC(c1ccccc1)c1ccco1 (stereo unspecified),-1.6,-1.1
O=C(Nn1c(=O)[nH]c2ccsc2c1=O)c1ccccc1,2.3,-1.4
Cc1ccccc1-c1nnc(-c2ccccc2)o1,1.7,7.0

Reprinted from the part before: 2 compounds, followed by the next part.
smiles,Statin myotox sup,PglD inh
O=C(Nn1c(=O)[nH]c2ccsc2c1=O)c1ccccc1,2.3,-1.4
Cc1ccccc1-c1nnc(-c2ccccc2)o1,1.7,7.0
N#Cc1c(-c2ccccc2F)cc(C2CC2)nc1SCC(=O)c1cccs1,-4.3,-3.2
CCOc1ccccc1Oc1coc2cc(O)ccc2c1=O,5.8,-3.6
Cc1cccc(C(=O)NC2CC3CCCC(C2)N3C(=O)NC2CCCCC2)c1 (stereo unspecified),-6.8,-5.0
Cn1c(CO)cnc1SCc1ccccc1,-2.4,-0.6
O=C1C2C3CCCC3=C3CCCC3C2C(=O)N1c1ccc(F)cc1 (stereo unspecified),10.7,-8.9
Cc1cccc(OC(=O)C2C(c3ccccc3)C(C(=O)O)C2c2ccccc2)c1 (stereo unspecified),3.0,-2.1
O=C(O)CNC(=O)c1ccccc1NC(=O)c1ccco1,-5.9,1.5
CCC1=NC(c2ccc(OC)cc2OC)N(O)C1(C)C (stereo unspecified),-1.5,-0.5
CCN(CC)C(=O)CSc1nc2nc(C)cc(C)c2c(=O)[nH]1,7.4,-4.3
O=C(c1cccs1)N1CCN(C2CCCCC2)CC1,1.3,1.2
O=C(NC1CCCC1)C(c1ccccn1)N(C(=O)c1csnn1)C1CCCCC1 (stereo unspecified),15.6,-3.0
COc1cc2c(cc1OC)CN(C(=O)Cn1ccccc1=O)CC2,-24.9,-1.7
COc1ccccc1OCC(O)Cn1c(Br)nc2c1c(=O)[nH]c(=O)n2C (stereo unspecified),-12.9,-1.5
O=C1c2ccccc2CN1CCNS(=O)(=O)c1ccc(Cl)cc1,9.1,-3.5
O=c1c2ccccc2nnn1CSc1nnc(-c2cccs2)n1Cc1ccccc1,-4.9,-4.5
CC(C)CC(C(=O)NCC1CCCO1)N(C(=O)Cn1nnc(-c2ccc(F)cc2)n1)c1ccccc1F (stereo unspecified),14.7,2.0

Arranged by the number under PglD inh (high to low): four from the list above.
Molecule	PglD inh
CC(C)CC(C(=O)NCC1CCCO1)N(C(=O)Cn1nnc(-c2ccc(F)cc2)n1)c1ccccc1F (stereo unspecified)	2.0
O=C(c1cccs1)N1CCN(C2CCCCC2)CC1	1.2
O=C1c2ccccc2CN1CCNS(=O)(=O)c1ccc(Cl)cc1	-3.5
O=c1c2ccccc2nnn1CSc1nnc(-c2cccs2)n1Cc1ccccc1	-4.5

Additional entries follow:
smiles,Statin myotox sup,PglD inh
O=C(Cn1cccc1C(=O)c1ccccc1)NCc1cccs1,21.1,0.8
COc1ccc(OC)c(NC(=O)Cn2cc(C#N)c3ccccc32)c1,-3.1,-3.4
CCCC(=O)N1CCC1(C)C(=O)Nc1scc(C)c1C#N (stereo unspecified),1.1,-7.6
Clc1ccc(-c2nn3cnnc3s2)c(Cl)c1,-18.7,0.1
CSc1nc(NCc2ccco2)c2ccccc2n1,2.4,2.0
COc1ccc(NC(C)=O)cc1NC(=O)CSc1nnc(-c2cccnc2)n1C,0.9,-2.6
COc1ccc(N2CC(C(=O)Nc3ccc(N4CCOCC4)cc3)CC2=O)cc1 (stereo unspecified),11.7,-5.3
Cc1cc(C)n(C(=O)c2cccc(S(=O)(=O)N3CCCC3)c2)n1,5.0,5.3
CCOCCCNC(=O)C(Cc1ccccc1)NC(=O)c1ccco1 (stereo unspecified),-28.4,-5.2
CCCCc1nc2ccccc2c(=O)n1NC(=O)c1c(O)c2cccc3c2n(c1=O)CC3,25.0,5.1
Cc1cc(C)n(-c2nc(-c3ccc(Cl)cc3)cs2)n1,-13.7,2.4
COc1ccc(C(=O)Nc2ccc(Oc3nc(C)nc4sc(-c5ccccc5)cc34)cc2)cc1OC,-75.6,-3.0
COCCCN1C(=O)C(=O)/C(=C(/O)c2ccc(OC(C)C)c(C)c2)C1c1ccncc1 (stereo unspecified),-16.5,-4.5
CCC(C)(C)NC(=O)C(c1ccc(F)cc1)N(Cc1ccco1)C(=O)c1snc(C(N)=O)c1N (stereo unspecified),-4.9,-2.3
CCC(C)(C)NC(=O)C(c1ccc(OC)cc1)N(CC1CCCO1)C(=O)CCC(=O)Nc1cc(C)on1 (stereo unspecified),22.6,-13.4
O=C(OCn1nnc2ccccc2c1=O)c1cn(-c2ccccc2)nc1-c1cccnc1,-5.3,-12.2
COC(C)(C)[C@]12CC(O)(C(C)C)ON1[C@H]1CCCCC1N2O (stereo partly specified),-21.9,0.7
CC(C)[C@H](Nc1nc(-c2ccccc2)nc2c1oc1ccccc12)C(=O)O,2.5,0.3
CCC(=NC1CC(C)(C)NC(C)(C)C1)C1=C(O)CC(C)(C)CC1=O,20.0,-5.3
CC(C)(CC(=O)O)CC(=O)N1CCN(c2cc(C(F)(F)F)nc3ccccc23)CC1,-1.5,1.1
O=C(OCc1nnc(-c2ccc(Cl)cc2)o1)c1ccc(=O)n(Cc2ccccc2)n1,-11.6,3.9
O=C(CN1CCOCCOCCOCC1)Nc1ccccc1,1.4,5.4
O=c1cc(O)c2c(=O)n(-c3ccccc3)c3ccccc3c2o1,10.0,-0.1
Oc1ccc(-n2cnnn2)cc1,8.8,-7.9
O=C(COc1ccc(Br)cc1CO)Nc1ccccc1F,-3.9,9.3
COc1c(C)cc(S(=O)(=O)N2CCCC2)c(C)c1C,7.2,2.1
COc1cccc(=O)c2c(C)oc(C)c12,9.2,-5.8
Fc1ccc2nc(Nc3nc4c(s3)CCCC4)sc2c1,12.6,1.1
CC12CC(NC(=O)N1CCc1ccccc1)c1ccccc1O2 (stereo unspecified),-0.1,3.2
CNc1ccc(Br)cc(C(=O)/C=C/c2cc(OC)ccc2OC)c1=O,26.5,-2.8
COc1ccccc1CNC(=O)COC(=O)c1ccc(NC(N)=O)cc1,11.3,4.2
COc1ccc(S(=O)(=O)Nc2ccccc2C(=O)OC2CCCN(C)C2)cc1OC (stereo unspecified),81.8*,5.4
COc1cc(NC(=O)CCn2c(=O)[nH]c3ccsc3c2=O)cc(OC)c1,13.8,-5.0
Nc1cccc2cnccc12,13.4,0.7
O=c1cc(O)c(-c2ccccc2Cl)c(Cl)[nH]1,-6.2,1.9
CN(CCOc1ccccc1)S(=O)(=O)c1ccc2oc3ccccc3c2c1,38.9,-3.7
COc1ccc(S(=O)(=O)N(CC(=O)NC2CC2)c2ccc(C)cc2)cc1OC,12.1,-6.3
COc1ccc(OC)c(NC(=O)CCN2CCN(Cc3ccccc3)CC2)c1,16.8,4.3
CCCCOc1ccc(N(CC(=O)NC2CCCC2)C(=O)CCC(=O)Nc2ccccn2)cc1,3.3,2.7
Cc1cc(C)nc(NC2=NCC(=O)N2c2ccccc2)n1,-21.8,-0.6
COc1ccc2oc(C(=O)OCC(=O)Nc3ccccc3OC)c(C)c2c1,4.9,-4.8
Cc1ccccc1NC(=S)NCCc1ccccn1,3.9,-1.2
CCOc1ccccc1C1CC(=O)Nc2cc3c(cc21)OCCO3 (stereo unspecified),-31.8,-4.8
O=C(CN1C(=O)c2cccnc2C1=O)c1ccccc1,4.5,1.2
COc1ccc2cc3cc(C(=O)NCc4cccs4)oc3nc2c1,-9.7,-1.4
O=C(NCCCn1ccnc1)c1cc(S(=O)(=O)N2CCOCC2)c(Cl)cc1Cl,6.3,3.9
CNC(=O)CN(c1ccc2c(c1)OCCO2)S(C)(=O)=O,-2.8,6.2
CCOC(=O)C(NC(=O)CC)(Nc1ccccc1OC)C(F)(F)F (stereo unspecified),-0.6,2.6
CC1(C)Cc2nc3sc4c(=O)n(CC(=O)NCc5ccco5)cnc4c3cc2CO1,-15.8,-2.3
O=C(Cc1csc(-c2ccccc2)n1)Nc1ccc(C(F)(F)F)cc1,5.6,-0.5
Cc1[nH]n(-c2ccccc2)c(=O)c1C(C[N+](=O)[O-])c1ccccc1Cl (stereo unspecified),117.9*,0.5
C=CCOc1cccc(CNn2cn[nH]c2=S)c1,38.9,-1.6
O=C(CN1C(=O)CSC1=O)Nc1ccccc1N1CCOCC1,-10.5,2.1
O=C(CN1CCN(S(=O)(=O)c2ccc(Cl)cc2)CC1)Nc1ccc(F)cc1F,3.5,-6.3
CCOc1cc(C(=O)Nc2ccon2)cc(OCC)c1OCC,-11.8,-3.1
O=C(CCCn1c(SCC(=O)c2ccc(O)c(O)c2)nc2ccccc2c1=O)NCC1CCCO1 (stereo unspecified),8.0,-7.6

Next part
smiles,Statin myotox sup,PglD inh
Cc1noc(C)c1COc1ccc(C(=O)NNC(=O)c2ccccc2F)cc1,-39.7,-1.8
Cc1n[nH]c(C)c1-c1nc2ccccc2[nH]1,-9.3,-2.0
O=C(Nc1ccc(Cl)c(Cl)c1)Oc1ccc(NC(=O)c2ccco2)cc1,-12.0,-2.8
Cc1ccccc1CS(=O)(=O)CCC(=O)N1CCN(c2ccc(N3CCOCC3)nn2)CC1,4.8,1.7
Cc1ccc[n+](CC(=O)Nc2cc(C(F)(F)F)ccc2Cl)c1,-6.6,-3.0
Cc1cccc(N2CCN(C(=O)c3cc4n(n3)C(C(F)(F)F)CC(c3ccco3)N4)CC2)c1C (stereo unspecified),36.9,-3.5
Cn1c(CNC(=O)c2ccc(Cl)cc2)nnc1SCC(=O)Nc1sc2c(c1C#N)CCCC2,5.8,3.3
COc1ccc(-c2csc(N(CCc3ccc(OC)c(OC)c3)C(=O)COc3ccccc3)n2)cc1,-7.5,2.5
COC(=O)C1=C(CN2CCCc3ccccc32)NC(=O)NC1c1ccc(F)cc1 (stereo unspecified),-33.6,0.0
COC(=O)c1ccccc1NC(=O)Nc1ccc2c(c1)OCO2,5.1,3.7
COc1ccc(Nc2nc(NCc3ccco3)nc(N/N=C/c3ccccc3)n2)cc1,6.3,2.7
OCC1CCCN1C(=S)Nc1ccccc1 (stereo unspecified),-5.0,-0.6
CC1(C)CC(=O)C=C(Nc2cc(-c3ccccc3)[nH]n2)C1,-9.0,-0.2

Grouped by structure: the entries above containing fluorine
smiles,Statin myotox sup,PglD inh
CCCOc1cccc(C(=O)Nc2ccc(Br)cc2F)c1,-37.4,-6.4
Fc1ccccc1N1CCN(C(c2cccs2)c2nnnn2CCc2ccccc2)CC1 (stereo unspecified),-3.1,0.4
N#Cc1c(-c2ccccc2F)cc(C2CC2)nc1SCC(=O)c1cccs1,-4.3,-3.2
O=C1C2C3CCCC3=C3CCCC3C2C(=O)N1c1ccc(F)cc1 (stereo unspecified),10.7,-8.9
CC(C)CC(C(=O)NCC1CCCO1)N(C(=O)Cn1nnc(-c2ccc(F)cc2)n1)c1ccccc1F (stereo unspecified),14.7,2.0
CCC(C)(C)NC(=O)C(c1ccc(F)cc1)N(Cc1ccco1)C(=O)c1snc(C(N)=O)c1N (stereo unspecified),-4.9,-2.3
CC(C)(CC(=O)O)CC(=O)N1CCN(c2cc(C(F)(F)F)nc3ccccc23)CC1,-1.5,1.1
O=C(COc1ccc(Br)cc1CO)Nc1ccccc1F,-3.9,9.3
Fc1ccc2nc(Nc3nc4c(s3)CCCC4)sc2c1,12.6,1.1
CCOC(=O)C(NC(=O)CC)(Nc1ccccc1OC)C(F)(F)F (stereo unspecified),-0.6,2.6
O=C(Cc1csc(-c2ccccc2)n1)Nc1ccc(C(F)(F)F)cc1,5.6,-0.5
O=C(CN1CCN(S(=O)(=O)c2ccc(Cl)cc2)CC1)Nc1ccc(F)cc1F,3.5,-6.3
Cc1noc(C)c1COc1ccc(C(=O)NNC(=O)c2ccccc2F)cc1,-39.7,-1.8
Cc1ccc[n+](CC(=O)Nc2cc(C(F)(F)F)ccc2Cl)c1,-6.6,-3.0
Cc1cccc(N2CCN(C(=O)c3cc4n(n3)C(C(F)(F)F)CC(c3ccco3)N4)CC2)c1C (stereo unspecified),36.9,-3.5
COC(=O)C1=C(CN2CCCc3ccccc32)NC(=O)NC1c1ccc(F)cc1 (stereo unspecified),-33.6,0.0

Assay outcomes: PubChem BioAssay, Broad Institute
